Bioassay records from PubChem.
ADAM10 inh – human ADAM10 inhibitors, primary screen, biochemical, QFRET, HTS; Disintegrin and metalloproteinase domain-containing protein 10 (Homo sapiens), O14672; recombinant ADAM10, EDANS/DABCYL FRET peptide cleavage, 3 h; inhibition, % at 7 µM; 0.62% of 370,000 active; AID 720582, 2013;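 active = inhibition above a per-campaign cutoff equal to the mean of compounds falling between control-based bounds plus 3 SD, cut at about 20% in these data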;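 also: 0% = DMSO wells while the 100% control is not disclosed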
ARFGAP1 inhibitor – inhibitors of rat ARFGAP1 GAP activity, primary screen, biochemical, fluorescence polarization, GDP tracer; ADP-ribosylation factor GTPase-activating protein 1 (Rattus norvegicus), Q62848; Arfgap1-stimulated ARF1 GTP hydrolysis, GDP FP detection; inhibition, % at 16.5 µM; 0.26% of 360,000 active;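 active = inhibition above a per-plate limit, mean inhibition of low control wells plus 3 SD, cut at about 25% in these data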;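 also: 0% = DMSO wells with enzyme and 100% = wells lacking Arfgap1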
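Repeats: one replicate per compound; assay system: rat Arfgap1 catalytic domain, aa 1-136; times: enzyme reaction 120 min at 25 °C after 20 min preincubation; detection: FP of antibody-bound GDP Alexa 633 tracer, ex 620/em 688 nm; benchmarks: high control wells lacking Arfgap1, low control full reaction with DMSO; reagent: human ARF1(Δ1-17)-GTP substrate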
Tn7 DDE FP – inhibitors of Tn7 peptide binding to fibrin DD(E), primary screen, biochemical, fluorescence polarization, human fibrin, Tn7 probe; Fibrinogen beta chain (Homo sapiens), P02675; FP displacement of FITC-Tn7 peptide from fibrin DD(E); 0% = median of compound wells per plate; inhibition, % at 8.3 µM; 0.13% of 370,000 active; AID 720508, 2013;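 active = inhibition above the mean of compounds falling within the control limits plus 3 SD of them, cut at about 14% in these data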;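 also: 0% = plate median of compound wells and 100% = 10 µM Aha-Tn7 peptide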
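Assay system: Fibrin-DD(E) protein isolated from polymerized human fibrin clots; read-out basis: percent inhibition; medium: Tris/NaCl/CaCl2 buffer, pH 7.8; signal: FP measurement; incubation: 10 min plus 3 h, room temperature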
PLCb3 inh – human PLC-beta3 inhibitors, primary screen, biochemical, fluorescence | inhibition, % at 12.2 µM | 1-phosphatidylinositol 4,5-bisphosphate phosphodiesterase beta-3 (Homo sapiens), Q01970 | AID 720704, 2013 | Purified PLC-beta3, fluorogenic substrate | 0.18% of 370,000 active; in the data active = inhibition above about 11%;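 also: 0% = median of compound wells on plate and 100% = full blocker control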
PLCg1 inh – PLC-gamma1 enzyme inhibitors, primary screen, biochemical, fluorescence, purified enzyme | 1-phosphatidylinositol 4,5-bisphosphate phosphodiesterase gamma-1 (Homo sapiens), P19174 | fluorogenic substrate | inhibition, % at 12.2 µM | 0.84% of 370,000 active | AID 720700, 2013; in the data active = inhibition above about 9.5%
ASAP1 GAP inh – inhibitors of human ASAP1 ArfGAP activity, primary screen, biochemical, fluorescence polarization; ASAP1-stimulated ARF1 GTP hydrolysis, GDP FP detection; 0.19% of 360,000 active; AID 624377, 2012; inhibition, % at 16.5 µM; Arf-GAP with SH3 domain, ANK repeat and PH domain-containing protein 1 (Homo sapiens), …; in the data active = inhibition above about 25%;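 also: 0% = vehicle with enzyme and substrate and 100% = no enzyme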
ADAM17 inh – ADAM17 inhibitors, primary screen, biochemical, QFRET; 0.83% of 370,000 active; inhibition, % at 6.95 µM; recombinant ADAM17, EDANS/DABCYL FRET peptide cleavage; Disintegrin and metalloproteinase domain-containing protein 17 (Homo sapiens), P78536; AID 720648, 2013;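 active = inhibition above the mean of compounds lying between control limits plus 3 SD, set per campaign, cut at about 8.5% in these data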;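 also: 0% = DMSO-only wells as the low control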
SIAE inh – human SIAE inhibitors, primary screen, biochemical, fluorescence polarization, FP-Rh probe, 1536-well HTS. Sialate O-acetylesterase (Homo sapiens), Q9HAT2. SIAE FP-Rh probe binding. inhibition, % at 9.66 µM. 0.69% of 370,000 active;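 active = inhibition above a cutoff: mean of compounds within the control limits plus 3 SD of those, cut at about 17% in these data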;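 also: 0% = plate median of compound wells and 100% = probe without SIAE protein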
Target sequence (Q9HAT2 whole entry, looked up): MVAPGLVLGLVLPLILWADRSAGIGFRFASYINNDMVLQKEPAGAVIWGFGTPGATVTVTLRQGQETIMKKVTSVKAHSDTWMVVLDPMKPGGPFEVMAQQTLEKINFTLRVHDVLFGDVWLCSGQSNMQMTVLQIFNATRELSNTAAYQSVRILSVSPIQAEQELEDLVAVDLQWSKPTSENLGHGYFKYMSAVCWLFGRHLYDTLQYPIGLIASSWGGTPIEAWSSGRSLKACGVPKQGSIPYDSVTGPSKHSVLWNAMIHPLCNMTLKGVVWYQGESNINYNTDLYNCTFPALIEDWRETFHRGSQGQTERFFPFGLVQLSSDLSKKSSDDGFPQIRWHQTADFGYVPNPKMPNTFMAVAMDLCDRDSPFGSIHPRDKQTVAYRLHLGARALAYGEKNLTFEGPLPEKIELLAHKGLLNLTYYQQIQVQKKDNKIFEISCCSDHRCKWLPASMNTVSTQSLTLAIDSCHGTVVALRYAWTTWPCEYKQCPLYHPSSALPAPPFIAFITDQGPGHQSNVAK
TDP2 absorb – human TDP2 enzyme inhibitors, primary screen, biochemical, epi absorbance, recombinant enzyme | Tyrosyl-DNA phosphodiesterase 2 (Homo sapiens), O95551 | T5PNP hydrolysis, p-nitrophenol absorbance 415 nm | inhibition, % at 12.8 µM | 0.34% of 370,000 active;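 active = inhibition above the mean of all tested compounds plus 3 SD, set per campaign, cut at about 25% in these data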;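 also: 0% = DMSO with enzyme and 100% = buffer with substrate but no TDP2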
Target sequence (O95551 whole entry, looked up): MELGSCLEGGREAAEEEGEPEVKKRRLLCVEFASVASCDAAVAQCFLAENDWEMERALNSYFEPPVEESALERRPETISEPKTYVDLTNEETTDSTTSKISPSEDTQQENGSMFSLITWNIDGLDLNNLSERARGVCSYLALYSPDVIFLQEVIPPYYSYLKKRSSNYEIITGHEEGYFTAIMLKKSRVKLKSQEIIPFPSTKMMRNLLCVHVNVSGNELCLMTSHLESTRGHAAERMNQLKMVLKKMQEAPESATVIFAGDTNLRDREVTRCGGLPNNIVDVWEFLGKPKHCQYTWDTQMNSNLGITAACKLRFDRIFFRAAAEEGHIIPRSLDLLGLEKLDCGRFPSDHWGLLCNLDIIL
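System – recombinant human TDP2 · Amount – 120 nM TDP2 per well · Buffer or medium – Mg2+-containing Tris-HCl buffer, pH 7.5 · Reagent – T5PNP substrate, 5 mM · Dosing – 12.8 µM single point, 1% DMSO · Incubation – 2 h at 37 °C · Measured by – epi absorbance · Read-out basis – percent inhibition · Benchmarks – high control without enzyme, low control DMSO plus TDP2 · Repeats – singlicate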
Tn6 DDE FP – inhibitors of Tn6 peptide binding to fibrin DD(E), primary screen, biochemical, fluorescence polarization, human fibrin, Tn6 probe | 0.21% of 370,000 active | inhibition, % at 8.3 µM | Fibrin DD(E) TRITC-Tn6 fluorescence polarization displacement | AID 720509, 2013 | Fibrinogen beta chain (Homo sapiens), P02675;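 active = inhibition above a per-campaign cutoff: mean of compounds within control limits plus 3 SD, cut at about 15% in these data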;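 also: 0% = median of all compound wells on the plate and 100% = blocking peptide control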
An asterisk follows results filed as active; i = inactive; & = joins results of further samples.

entry	ADAM10 inh	ADAM17 inh	ARFGAP1 inhibitor	TDP2 absorb	Tn6 DDE FP	PLCb3 inh	SIAE inh	ASAP1 GAP inh	PLCg1 inh	Tn7 DDE FP	SMILES
1	17	-12	4	-8	-12	-7	-37	7	-5	-5	C=CCNC(=O)c1ccccc1NC(=O)c1ccc(Cl)c(S(=O)(=O)Nc2cccc(C)c2C)c1
2	0	-2	-3	-10	-1	-16	-6	9	-15	5	CCOC(=O)C1=C(C)N(c2ccc(OCC)cc2)C(=O)/C1=C\c1ccco1
3	1	0	3	-2	-10	-2	-5	2	1	0	CC(Oc1cccc(Br)c1)C(=O)N1CCCN(C)CC1 (stereo not given)
4	-2	-4	-2	3	-8	5	1	-5	0	3	N#Cc1c2n(c3c(=O)n(Cc4ccccc4)cnc13)CCCC2
5	0	0	10	3	-4	6	2	-11	3	-3	COc1cc(C(=O)Nc2c(C)cc(C)cc2C)c([N+](=O)[O-])cc1OC
6	-13	1	-4	-4	-10	-1	-4	12	-3	-7	Cc1cc(Cl)ccc1C(=O)C1CCCN(C(=O)c2cncs2)C1 (stereo not given)
7	13	7	-7	-2	6	2	-3	11	2	-1	COCc1nnc(NC(=O)c2ccc(S(=O)(=O)N3CCCc4ccccc43)cc2)o1
8	5	0	5	9	5	-3	3	3	2	-8	O=C(c1ccc([N+](=O)[O-])cc1)N1CCN(c2ncccn2)CC1
9	-450	-113	3	5	1	-27	1	-2	-24	-13	C#CCOC(=O)CN1C(=O)c2cccc3cccc(c23)C1=O
10	5	4	5	-10	-5	3	7	5	6	4	CCCS(=O)(=O)NC(=O)C1(C)CCCN(C(=O)c2cccc(C(F)(F)F)c2)C1 (stereo not given)
11	-6	-3	-2	5	-8	-1	1	-7	3	-1	CCOC(=O)N1CCN(C(=O)CCc2ccc(S(=O)(=O)NC(C)C)cc2)CC1
12	-6	-3	17	1	3	-13	17*	-9	-7	7	Nc1nc(Sc2ccc([N+](=O)[O-])c3nonc23)c2[nH]cnc2n1
13	1	1	3	6	6	-6	0	-3	-1	3	Cc1nc(NC(=O)CSc2nnc(C3CC3)n2N)c(Cl)cc1Cl
14	-104	-27	17	14	-4	-35	3	-4	-23	-2	Cc1cc2nc3n(c2cc1C)CC1CC(C(=O)NCc2ccco2)N(C)C31 (stereo not given)
15	6	0	-1	-11	1	-2	3	-6	2	1	COc1ccc(Cl)cc1NC(=O)CN(C)CC(=O)Nc1ccccc1-c1ccccc1
16	-1	4	-2	-15	-2	-6	-5	6	8	-1	COc1ccc(NC(=O)Cn2nc([N+](=O)[O-])c(Cl)c2C)cc1OC
17	2	-1	8	14	-4	-4	8	-12	0	0	COC(=O)Cn1c(=O)c2c(nc3n2CC(C)CN3Cc2ccccc2)n(C)c1=O (stereo not given)
18	8	0	9	7	-12	5	-5	3	5	0	COc1ccc(CCNC(=O)Nc2ccc([N+](=O)[O-])cc2)cc1OC
19	2	0	-1	3	8	2	0	-6	3	-4	O=c1[nH]cnc2c1cnn2Cc1ccccc1
20	-43	-8	6	-3	-10	-461	-25	16	-345	1	COc1cccc(/C=C2\Oc3cc(OCC(=O)N4CCC[C@H]4C(=O)O)ccc3C2=O)c1
21	5	2	6	4	4	-4	-4	-15	-4	-6	N#Cc1c(N)nc(SCC(=O)NCCc2ccccc2)c(C#N)c1-c1cccs1
22	-9&-4	-2&-4	5&3	-1&-5	3&-1	-25&-19	-6&-11	-5&9	-19&-14	-5&1	CCOC(=O)c1c(Nc2ccc(Cl)cc2)sc(/C=C2\C=Nc3ccccc32)c1O
23	-4	-4	-3	-2	13	-11	-8	-10	-5	14*	Cc1c(O)nc2ccccn2c1=O
24	-224	-39	8	1	0	i	-33	17	i	-7	CC(C)(C)NC(=O)C(c1ccnc2ccccc12)n1c(=O)c(-c2cc3ccccc3[nH]2)nc2ccccc21 (stereo not given)

2 entries picked at random from those above:
entry	ADAM10 inh	ADAM17 inh	ARFGAP1 inhibitor	TDP2 absorb	Tn6 DDE FP	PLCb3 inh	SIAE inh	ASAP1 GAP inh	PLCg1 inh	Tn7 DDE FP	SMILES
15	6	0	-1	-11	1	-2	3	-6	2	1	COc1ccc(Cl)cc1NC(=O)CN(C)CC(=O)Nc1ccccc1-c1ccccc1
16	-1	4	-2	-15	-2	-6	-5	6	8	-1	COc1ccc(NC(=O)Cn2nc([N+](=O)[O-])c(Cl)c2C)cc1OC

Continued:
entry	ADAM10 inh	ADAM17 inh	ARFGAP1 inhibitor	TDP2 absorb	Tn6 DDE FP	PLCb3 inh	SIAE inh	ASAP1 GAP inh	PLCg1 inh	Tn7 DDE FP	SMILES
25	-1	-3	-12	-3	3	-7	2	2	-3	-4	O=C(Nc1cc(Cl)ccc1-n1cncn1)c1cccs1
26	-5	-3	-4	0	6	-22	1	2	-11	-4	Cc1sc2nc(-c3cccs3)oc(=O)c2c1C
27	-10	1	-4	-15	-7	0	1	-11	1	9	Cc1nc2cc(OC3(C)CCN(Cc4ccc(OC(F)(F)F)cc4)C3)ccc2s1 (stereo not given)
28	1	5	-2	-3	-6	-2	-4	12	0	-10	COc1cccc(N2CC(C(=O)Nc3nnc(SCC(=O)c4ccccc4)s3)CC2=O)c1 (stereo not given)
29	5	1	10	-1	-2	1	-7	-14	-3	-5	CCOc1ccc(-c2nnc(SCC(=O)N(CC)CC)n2N)cc1
30	-12	-1	8	-1	1	1	-4	-3	0	-2	CC(=O)NC(c1ccc(F)c(F)c1)c1nc(-c2cnc3ccccc3c2)cs1 (stereo not given)
31	3	-3	-9	3	8	-4	10	14	-2	-1	Cc1noc(C)c1COc1ccccc1C(=O)N(C)Cc1ccc(C(C)(C)C)cc1
32	-10	-2	7	-5	7	-5	-13	-13	-5	2	CCOC(=O)c1c(C)[nH]c(C(=O)OC(C)C(=O)NC2CCCCC2C)c1C (stereo not given)
33	-8	-2	12	-3	6	-52	7	0	-40	-4	Cc1ccc2nsnc2c1NC(=O)COc1ccccc1F
34	-148	-49	-11	-14	4	-283	-4	-8	-232	7	O=S1(=O)c2cccc3cccc(c23)N1CCBr
35	6	1	-5	-7	0	10	10	-9	3	-1	CN(C1CCCCC1)S(=O)(=O)c1ccc(NC(=O)C2CCCCC2C(=O)O)cc1 (stereo not given)
36	-2	0	3	10	-2	-6	5	-6	3	0	Cc1ccccc1CC(=O)NCCN1CCCCC1

3 entries from above, ordered by molecular weight, ascending.
entry	ADAM10 inh	ADAM17 inh	ARFGAP1 inhibitor	TDP2 absorb	Tn6 DDE FP	PLCb3 inh	SIAE inh	ASAP1 GAP inh	PLCg1 inh	Tn7 DDE FP	SMILES
25	-1	-3	-12	-3	3	-7	2	2	-3	-4	O=C(Nc1cc(Cl)ccc1-n1cncn1)c1cccs1
33	-8	-2	12	-3	6	-52	7	0	-40	-4	Cc1ccc2nsnc2c1NC(=O)COc1ccccc1F
31	3	-3	-9	3	8	-4	10	14	-2	-1	Cc1noc(C)c1COc1ccccc1C(=O)N(C)Cc1ccc(C(C)(C)C)cc1

Next section:
entry	ADAM10 inh	ADAM17 inh	ARFGAP1 inhibitor	TDP2 absorb	Tn6 DDE FP	PLCb3 inh	SIAE inh	ASAP1 GAP inh	PLCg1 inh	Tn7 DDE FP	SMILES
37	-24	-4	6	-2	-4	1	5	-6	1	2	O=C(Cn1ccc2ccccc2c1=O)NCCC(=O)N1CCN(C2CCCCC2)CC1
38	-22	-10	-6	5	3	-12	-4	-1	4	5	COc1ccc(Cl)cc1NC(=O)COC(=O)C1COc2ccccc2O1 (stereo not given)
39	-3	-1	-7	14	1	-4	12	-1	1	2	Cc1cc(C(=O)NNc2cc(Cl)ccc2Cl)no1
40	-3	1	3	7	0	-3	-3	7	-5	4	COc1cc2c(cc1OC)C(C)N(C(=O)c1c(C)noc1C)CC2 (stereo not given)
41	-13	-4	-9	3	4	0	0	6	2	0	CCS(=O)(=O)NCc1csc(C)n1
42	7	-3	-1	1	-6	-4	5	4	1	1	COc1cccc(N2CCN(C(=O)C3CCN(S(=O)(=O)c4ccc5c(c4)oc(=O)n5C)CC3)CC2)c1
